Screening results from PubChem BioAssay.
PrPC surface inh: reduces human prion protein on the cell surface. cell surface PrPC, TR-FRET read-out. inhibition, % at 13.8 µM. 370,000 tested, 0.43% active. AID 720596; in the data active = inhibition above about 24%; also: 0% = median of the test wells and 100% = reference compound wells
BioA inh: blocks M. tuberculosis BioA enzyme activity; purified M. tuberculosis BioA enzyme, plate reader; inhibition, % at 9.99 µM; 360,000 tested, 0.096% active; in the data active = inhibition above about 40%; inconclusive = no clear call, values can overlap the other calls
MazF activator: activators of E. coli MazEF toxin-antitoxin RNase; P0AE70; FAM/BHQ RNA-DNA oligo cleavage fluorescence, 5 h; activation, % at 20 µM; 350,000 tested, 0.32% active; in the data active = activation above about 50%
Target sequence (P0AE70 whole entry, looked up): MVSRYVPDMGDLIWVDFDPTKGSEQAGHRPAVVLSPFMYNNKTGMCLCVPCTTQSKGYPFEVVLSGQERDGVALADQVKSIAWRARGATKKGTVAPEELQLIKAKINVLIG
Mtb FBA inh: Mtb fructose-bisphosphate aldolase inhibition. inhibition, % at 1 µM. purified M. tuberculosis FBA, fluorescence read-out. 360,000 tested, 2.3% active. AID 588726. P9WQA3; in the data active = inhibition above about 27%;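 also: 0% = vehicle and 100% = reference inhibitor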
Target sequence (P9WQA3 whole entry, looked up): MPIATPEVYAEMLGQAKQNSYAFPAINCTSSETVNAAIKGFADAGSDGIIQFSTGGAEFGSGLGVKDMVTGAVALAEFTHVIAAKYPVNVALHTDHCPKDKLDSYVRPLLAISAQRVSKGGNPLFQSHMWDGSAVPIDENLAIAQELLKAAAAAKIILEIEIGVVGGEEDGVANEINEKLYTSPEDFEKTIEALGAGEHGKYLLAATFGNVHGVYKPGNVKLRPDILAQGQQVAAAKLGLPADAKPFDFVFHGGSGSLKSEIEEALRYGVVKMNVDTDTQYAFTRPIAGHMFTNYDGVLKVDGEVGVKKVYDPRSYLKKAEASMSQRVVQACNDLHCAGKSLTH
FadD28 binding: M. tuberculosis FadD28 bisubstrate binding inhibition. 360,000 tested, 0.22% active. FadD28 bisubstrate probe binding, fluorescence polarization. inhibition, % at 12.5 µM; in the data active = inhibition above about 8.5%, passing the limit was not always enough; inconclusive = no clear call, values can overlap the other calls
UGM FP inh: Mtb UDP-galactopyranose mutase inhibition; P9WIQ1; purified UGM, fluorescence polarization probe displacement; inhibition, % at 10 µM; 320,000 tested, 0.06% active; in the data active = inhibition above about 10%, passing the limit was not always enough; inconclusive = no clear call, values can overlap the other calls
Target sequence (P9WIQ1 whole entry, looked up): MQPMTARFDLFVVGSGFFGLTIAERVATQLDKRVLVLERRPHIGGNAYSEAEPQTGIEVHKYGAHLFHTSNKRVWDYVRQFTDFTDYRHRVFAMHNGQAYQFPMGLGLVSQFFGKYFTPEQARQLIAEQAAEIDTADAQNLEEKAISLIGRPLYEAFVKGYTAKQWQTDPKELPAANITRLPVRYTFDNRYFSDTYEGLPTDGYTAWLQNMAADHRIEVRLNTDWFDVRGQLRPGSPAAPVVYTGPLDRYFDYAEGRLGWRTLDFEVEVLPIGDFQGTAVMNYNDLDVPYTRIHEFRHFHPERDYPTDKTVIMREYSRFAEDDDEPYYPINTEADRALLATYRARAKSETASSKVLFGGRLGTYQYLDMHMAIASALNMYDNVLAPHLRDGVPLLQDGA
GDH-TPI counter: counter-screen for M. tuberculosis FBA inhibitors: GDH-TPI coupled enzymes. GDH-TPI coupled enzyme counterscreen, NADH absorbance. inhibition, % at 4.8 µM. AID 588335. 360,000 tested, 1.2% active; in the data active = inhibition above about 30%;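 also: 0% = DMSO wells and 100% = wells lacking the enzyme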
Rv3671c inh: inhibits the M. tuberculosis serine protease Rv3671c | P9WHR9 | inhibition, % at 5.96 µM | 320,000 tested, 0.048% active | AID 2606; in the data active = inhibition above about 38%;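 also: extracellular domain of Rv3671c used as enzyme; 0% = enzyme with DMSO and 100% = no enzyme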
BoNT F protease: BoNT F light chain protease inhibition; Multiplex microsphere protease cleavage assay, flow cytometry; AID 588497; inhibition, % at 10 µM; 360,000 tested, 0.22% active; in the data active = inhibition above about 35%, passing the limit was not always enough; inconclusive = no clear call, values can overlap the other calls; also: plate controls were buffer without enzyme for full effect and enzyme alone for no effect
Numbers without * were called inactive; & = joins results of further samples.

Screening Cc1ccc(NC2CCCN(C(=O)CCCN3CCCCC3=O)C2)cc1C (stereo not given) returned PrPC surface inh 2, BioA inh 1.7, MazF activator 7, Mtb FBA inh -2, FadD28 binding 0.2, UGM FP inh -1.6, GDH-TPI counter 5, Rv3671c inh 0 and BoNT F protease -7.
Screening O=C(c1ccccc1)c1c(O)cc(-c2ccccc2)oc1=O returned PrPC surface inh -4, BioA inh 1.1, MazF activator -1, Mtb FBA inh -6, FadD28 binding -2.4, UGM FP inh 0.6, GDH-TPI counter 19, Rv3671c inh -7 and BoNT F protease -2.
For c1ccc2[nH]c(CN3CCCCC3)nc2c1 the results were PrPC surface inh 5, BioA inh -2.5, MazF activator 3, Mtb FBA inh 0, FadD28 binding -2.0, UGM FP inh 1.6, GDH-TPI counter 1, Rv3671c inh 6 and BoNT F protease 1.
C[C@@H]1CN([C@@H](C)CO)C(=O)c2cc(N(C)C)ccc2O[C@@H]1CN(C)S(C)(=O)=O was read as PrPC surface inh -5, BioA inh -1.8&-1.7, MazF activator 5, Mtb FBA inh -1, FadD28 binding -0.9, UGM FP inh -2.9, GDH-TPI counter -10, Rv3671c inh 7 and BoNT F protease -5.
`CC(C)CCNC(=O)c1onc(CSc2ccncc2)c1C(=O)NCCC(C)C` gave PrPC surface inh 0, BioA inh -0.1, MazF activator -12, Mtb FBA inh 0, FadD28 binding -1.6, UGM FP inh 1.0, GDH-TPI counter 3, Rv3671c inh -9 and BoNT F protease -1.
For COc1ccc(C2(c3ccc(OC)cc3)NC(=O)N(CC(=O)NC3CCCC3)C2=O)cc1 the results were PrPC surface inh 1, BioA inh -0.5, MazF activator 0, Mtb FBA inh 9, FadD28 binding -3.9, UGM FP inh 1.0, GDH-TPI counter -4, Rv3671c inh -3 and BoNT F protease 2.
`Cc1cncc(NCc2ccc3c(c2)OCO3)n1` gave PrPC surface inh -2, BioA inh -1.1, Mtb FBA inh 3, FadD28 binding 0.6, GDH-TPI counter 19 and BoNT F protease -3.
Screening Cc1ccc(CN2CCN(Cc3cnn(-c4ccc(F)cc4)c3)CC2CCO)o1 (stereo not given) returned PrPC surface inh -10, MazF activator 8, Mtb FBA inh -8, FadD28 binding -2.6, UGM FP inh 1.9, GDH-TPI counter 0, Rv3671c inh -1 and BoNT F protease 5.
Screening Fc1cccc(Nc2ncnc3c2cnn3-c2ccccc2)c1 returned PrPC surface inh 21, BioA inh -0.7, MazF activator 10, Mtb FBA inh 3, FadD28 binding -7.9, UGM FP inh 3.2, GDH-TPI counter 8, Rv3671c inh -37 and BoNT F protease -9.
CCOc1ccc2nc(NCCNC(=O)Nc3ccccc3)c(C#N)cc2c1 was read as PrPC surface inh -11, BioA inh -1.1, MazF activator -4, Mtb FBA inh 12, FadD28 binding 0.6, UGM FP inh 0.8, GDH-TPI counter 6, Rv3671c inh -13 and BoNT F protease 4.
`COc1cccc(C(=O)NCC(=O)N/N=C/c2cn[nH]c2-c2ccccc2)c1` gave PrPC surface inh -4, BioA inh -0.6, MazF activator 6, Mtb FBA inh 0, FadD28 binding -1.8, UGM FP inh 2.6, GDH-TPI counter 5, Rv3671c inh -3 and BoNT F protease -2.
`O=C(O)c1cccc(OS(=O)(=O)c2cc(Br)ccc2Br)c1` gave PrPC surface inh 3, BioA inh 1.2, MazF activator 0, Mtb FBA inh 1, FadD28 binding -18, UGM FP inh -0.6, GDH-TPI counter 0, Rv3671c inh 7 and BoNT F protease 9.

Among those listed so far, these have an NH in an aromatic ring:
For c1ccc2[nH]c(CN3CCCCC3)nc2c1 the results were PrPC surface inh 5, BioA inh -2.5, MazF activator 3, Mtb FBA inh 0, FadD28 binding -2.0, UGM FP inh 1.6, GDH-TPI counter 1, Rv3671c inh 6 and BoNT F protease 1.
`COc1cccc(C(=O)NCC(=O)N/N=C/c2cn[nH]c2-c2ccccc2)c1` gave PrPC surface inh -4, BioA inh -0.6, MazF activator 6, Mtb FBA inh 0, FadD28 binding -1.8, UGM FP inh 2.6, GDH-TPI counter 5, Rv3671c inh -3 and BoNT F protease -2.

Additional entries.
Screening O=C(c1cc(-c2ccc(O)cc2)on1)N1CCCCCC1 returned PrPC surface inh 0, BioA inh 0.4, MazF activator 6, Mtb FBA inh 0, FadD28 binding -3.2, UGM FP inh 1.1, GDH-TPI counter -5, Rv3671c inh -10 and BoNT F protease -18.
COc1ccc(C(=O)c2ccc(Br)cc2)cc1 was read as PrPC surface inh -1, BioA inh -2.5, MazF activator 4, Mtb FBA inh 0, FadD28 binding -2.1, UGM FP inh 4.1, GDH-TPI counter 8, Rv3671c inh 3 and BoNT F protease 2.
For Cn1c2cc(C#N)sc2c2cnn(Cc3ccc(F)cc3)c(=O)c21 the results were PrPC surface inh -3, BioA inh -1.2, MazF activator 0, Mtb FBA inh -1, FadD28 binding -0.4, UGM FP inh -1.2, GDH-TPI counter 7, Rv3671c inh -7 and BoNT F protease -6.
Screening CN1C(=O)/C(=C/c2ccccc2OCc2ccc(F)cc2)N(C)C1=S returned PrPC surface inh 9, BioA inh 1.2, MazF activator 6, Mtb FBA inh 0, FadD28 binding -0.9, UGM FP inh 0.0, GDH-TPI counter 11, Rv3671c inh -17 and BoNT F protease -10.
`COc1ccc(OCc2cc(C(=O)N3CCN(C4CCCC4)CC3)no2)c(Cl)c1` gave PrPC surface inh -6, BioA inh -0.8, MazF activator 0, Mtb FBA inh -2, UGM FP inh -1.8, GDH-TPI counter -7, Rv3671c inh -7 and BoNT F protease 0.
For Cc1ccc(SCC(=O)NCC2COc3ccccc3O2)cc1 (stereo not given) the results were PrPC surface inh 4, BioA inh 1.0, MazF activator -21, Mtb FBA inh 5, FadD28 binding -1.3, UGM FP inh -2.3, GDH-TPI counter 11, Rv3671c inh -3 and BoNT F protease 8.
Screening O=S(=O)(/N=C(/Nc1cccnc1Cl)c1ccccc1)c1ccccc1 returned PrPC surface inh -2, BioA inh -0.8, MazF activator 8, Mtb FBA inh 1, FadD28 binding -0.8, UGM FP inh 2.4, GDH-TPI counter -5, Rv3671c inh -2 and BoNT F protease -5.
Cc1ccc(NC(=O)C2CCCN(S(=O)(=O)c3c(C)noc3C)C2)cc1F (stereo not given) was read as PrPC surface inh -3, BioA inh 1.2, MazF activator -10, Mtb FBA inh -1, FadD28 binding -1.4, UGM FP inh -2.9, GDH-TPI counter 0, Rv3671c inh 4 and BoNT F protease inconclusive.
For Cc1cc(C)n(-c2cc(-c3ccccc3)nc(C)n2)n1 the results were PrPC surface inh 4, BioA inh 0.7, MazF activator -1, Mtb FBA inh 4, FadD28 binding 0.5, UGM FP inh -2.4, GDH-TPI counter 3, Rv3671c inh -3 and BoNT F protease 11.
`Cc1ccc(P(=O)(CSC(=N)N)c2ccc(C)cc2)cc1` gave PrPC surface inh -3, BioA inh -1.1, MazF activator 3, Mtb FBA inh 3, FadD28 binding -1.5, UGM FP inh -0.1, GDH-TPI counter 1, Rv3671c inh 8 and BoNT F protease -7.
O=C(/C=C/c1cccs1)Nc1sc2c(c1C(=O)O)CCCC2 was read as PrPC surface inh -20, BioA inh -1.9, MazF activator -3, Mtb FBA inh -4, FadD28 binding 2.3, UGM FP inh -0.9, GDH-TPI counter 19, Rv3671c inh 4 and BoNT F protease -6.
Screening O=C(CSc1nnc(CCc2nc3ccccc3[nH]2)n1-c1ccccc1)NCc1ccccc1 returned PrPC surface inh -4, MazF activator 4, Mtb FBA inh 0, FadD28 binding -1.3, UGM FP inh 1.9, GDH-TPI counter -4, Rv3671c inh -2 and BoNT F protease -1.
For CCCCn1c(N)c(N(CCOC)C(=O)CSCc2ccc(Cl)c(Cl)c2)c(=O)[nH]c1=O the results were PrPC surface inh 5, BioA inh 0.5, MazF activator -10, Mtb FBA inh -1, FadD28 binding -1.0, UGM FP inh 1.7, GDH-TPI counter 3, Rv3671c inh -7 and BoNT F protease 16.
For COc1ccc(Cl)cc1NC(=O)CNc1ccccc1N1CCOCC1 the results were PrPC surface inh 2, BioA inh 17, MazF activator 9, Mtb FBA inh 1, FadD28 binding 0.2, UGM FP inh -0.9, GDH-TPI counter -2, Rv3671c inh -10 and BoNT F protease 4.
`COc1ccc(C)cc1NC(=O)CN1C(=O)COc2ccc(C)cc21` gave PrPC surface inh 2, BioA inh 0.7, MazF activator -9, Mtb FBA inh -1, FadD28 binding -1.1, UGM FP inh -1.4, GDH-TPI counter 0, Rv3671c inh 5 and BoNT F protease inconclusive.
`CCOCCC(=O)Nc1cc(Cl)ccc1OC` gave PrPC surface inh 8, BioA inh -1.2, MazF activator 3, Mtb FBA inh 1, FadD28 binding -0.8, UGM FP inh -1.1, GDH-TPI counter 2, Rv3671c inh 4 and BoNT F protease 1.
O=C(Nc1ccccc1C(=O)O)c1cc(S(=O)(=O)Nc2cccc(F)c2)ccc1Cl was read as PrPC surface inh 4, BioA inh 1.2, MazF activator 4, Mtb FBA inh 1, FadD28 binding -9.5, UGM FP inh -0.6, GDH-TPI counter -6, Rv3671c inh -7 and BoNT F protease inconclusive.
`CCc1ccc(NC(=O)Cn2ncn3c(cc4ccccc43)c2=O)cc1` gave PrPC surface inh 3, BioA inh -2.6, MazF activator -7, Mtb FBA inh 5, FadD28 binding -1.6, UGM FP inh 0.5, GDH-TPI counter 6, Rv3671c inh -29 and BoNT F protease -1.
`O=C(NCCN1CCOCC1)c1cc2sccc2n1Cc1ccc(Cl)cc1` gave PrPC surface inh -9, BioA inh 0.9, MazF activator -3, Mtb FBA inh 6, FadD28 binding 0.1, GDH-TPI counter 1, Rv3671c inh 6 and BoNT F protease -1.
Cc1cccc(Cn2cnc3c(nnn3Cc3ccc(F)cc3)c2=O)c1 was read as PrPC surface inh 4, BioA inh 2.0, MazF activator -5, Mtb FBA inh -1, FadD28 binding -2.8, UGM FP inh -1.9, GDH-TPI counter 6, Rv3671c inh -13 and BoNT F protease -7.
COC(=O)c1cc(C(=O)OC)[nH]n1 was read as PrPC surface inh -6, MazF activator 5, Mtb FBA inh -1, FadD28 binding -2.9, UGM FP inh -0.5, GDH-TPI counter 2, Rv3671c inh 2 and BoNT F protease 7.
For CS(=O)(=O)N1CCCC(C(=O)Nc2ccccc2Cl)C1 (stereo not given) the results were PrPC surface inh 0, BioA inh -3.8, MazF activator 3, Mtb FBA inh 1, FadD28 binding -0.1, UGM FP inh -2.2, GDH-TPI counter 24, Rv3671c inh 9 and BoNT F protease 1.
O=C(Nc1ccccc1F)c1coc(=O)c(Br)c1 was read as PrPC surface inh 0, MazF activator 3, Mtb FBA inh 107*, FadD28 binding -3.5, UGM FP inh -0.4, GDH-TPI counter 14, Rv3671c inh 1 and BoNT F protease -4.

Copied from the results shown, four compounds:
For CCCCn1c(N)c(N(CCOC)C(=O)CSCc2ccc(Cl)c(Cl)c2)c(=O)[nH]c1=O the results were PrPC surface inh 5, BioA inh 0.5, MazF activator -10, Mtb FBA inh -1, FadD28 binding -1.0, UGM FP inh 1.7, GDH-TPI counter 3, Rv3671c inh -7 and BoNT F protease 16.
For COc1ccc(Cl)cc1NC(=O)CNc1ccccc1N1CCOCC1 the results were PrPC surface inh 2, BioA inh 17, MazF activator 9, Mtb FBA inh 1, FadD28 binding 0.2, UGM FP inh -0.9, GDH-TPI counter -2, Rv3671c inh -10 and BoNT F protease 4.
`COc1ccc(C)cc1NC(=O)CN1C(=O)COc2ccc(C)cc21` gave PrPC surface inh 2, BioA inh 0.7, MazF activator -9, Mtb FBA inh -1, FadD28 binding -1.1, UGM FP inh -1.4, GDH-TPI counter 0, Rv3671c inh 5 and BoNT F protease inconclusive.
`CCOCCC(=O)Nc1cc(Cl)ccc1OC` gave PrPC surface inh 8, BioA inh -1.2, MazF activator 3, Mtb FBA inh 1, FadD28 binding -0.8, UGM FP inh -1.1, GDH-TPI counter 2, Rv3671c inh 4 and BoNT F protease 1.
